# Screening data deposited in PubChem by several laboratories.
# PostGolgi yeast = growth inhibition of a yeast mutant, post-Golgi transport screen. post-Golgi transport phenotypic cell assay. inhibition, % at 10 µM. 0.9% of 98,000 active; in the data active = inhibition above about 30%;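 also: yeast cells grown in 1536-well plates; yeast grown about 18 h at 30C before absorbance read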
# CYP2C19 act = cytochrome P450 2C19 (human) activation | activation factor at 5 µM | recombinant CYP2C19, luciferin-H EGE luminescence; stronger effect = higher value; 0 = fully inhibited enzyme, 1 = untreated enzyme | 96,000 tested, under 10 active | AID 1025;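 active = activation factor of at least 2 at 5 µM in the primary screen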;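 also: 0 = wells with 2.5 mM tranylcypromine and 1 = vehicle-only wells; values of inactives mirror those of a sister screen read the other way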
# Target sequence (P33261 whole entry, looked up): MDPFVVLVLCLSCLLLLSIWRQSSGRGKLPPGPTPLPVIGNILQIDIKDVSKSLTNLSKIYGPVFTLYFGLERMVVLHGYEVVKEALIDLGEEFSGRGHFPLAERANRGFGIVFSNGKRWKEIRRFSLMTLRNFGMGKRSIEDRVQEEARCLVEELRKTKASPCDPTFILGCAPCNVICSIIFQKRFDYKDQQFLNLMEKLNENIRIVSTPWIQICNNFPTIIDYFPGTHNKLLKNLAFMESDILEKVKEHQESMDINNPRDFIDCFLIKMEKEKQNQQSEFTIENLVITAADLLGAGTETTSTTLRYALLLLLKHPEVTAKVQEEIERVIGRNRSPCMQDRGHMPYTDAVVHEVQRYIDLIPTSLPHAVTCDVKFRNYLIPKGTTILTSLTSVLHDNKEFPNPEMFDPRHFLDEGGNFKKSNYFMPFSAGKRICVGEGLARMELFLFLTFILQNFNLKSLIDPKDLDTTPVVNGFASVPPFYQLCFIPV
# CYP2C9 inh = human CYP2C9 inhibition; P11712; CYP2C9 Supersomes, luciferin-H conversion, luminescence; inhibition, % at 5 µM; 20% of 96,000 active; AID 777;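 active = blocking of liver enzyme CYP2C9 beyond about 50% at 5 µM, limit read from the data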; also: values of inactives mirror those of a sister screen read the other way
# Target sequence (P11712 whole entry, looked up): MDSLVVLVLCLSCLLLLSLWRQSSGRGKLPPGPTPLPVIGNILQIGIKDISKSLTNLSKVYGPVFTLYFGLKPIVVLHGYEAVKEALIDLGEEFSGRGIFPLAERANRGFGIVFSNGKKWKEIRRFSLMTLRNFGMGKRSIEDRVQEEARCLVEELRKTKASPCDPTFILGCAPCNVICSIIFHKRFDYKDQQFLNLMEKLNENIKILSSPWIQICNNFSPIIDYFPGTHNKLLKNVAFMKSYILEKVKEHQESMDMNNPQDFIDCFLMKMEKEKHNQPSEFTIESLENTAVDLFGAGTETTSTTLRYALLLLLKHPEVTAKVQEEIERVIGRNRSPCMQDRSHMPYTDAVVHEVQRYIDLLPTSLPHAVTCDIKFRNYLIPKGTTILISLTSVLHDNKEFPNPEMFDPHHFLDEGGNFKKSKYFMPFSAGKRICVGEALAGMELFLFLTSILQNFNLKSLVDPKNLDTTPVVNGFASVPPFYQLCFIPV
# EphB4 ephrin blk = antagonists of human EphB4-ephrin-B2 interaction. P54760. EphB4 LBD / TNYL-RAW-Alexa532 peptide, fluorescence polarization. inhibition, % at 7 µM. 0.15% of 97,000 active. AID 720;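 active = inhibition above the screen-wide mean inhibition plus 3 SD, cut at about 15% in these data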;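 also: 0% = DMSO wells and 100% = excess unlabeled TNYL-RAW peptide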
# Ecoli WT expand = E. coli BW25113 growth inhibition, expanded screen. OD600 absorbance. growth inhibition, % at 100 µM. 0.15% of 98,000 active. AID 710;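 active = growth inhibition above about 50% at one test dose, limit read from the data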;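 also: growth measured after 20 h incubation at 37 °C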
# CYP2C9 activ = increases human cytochrome P450 2C9 activity; recombinant CYP2C9, luciferin-H conversion, luminescence; stronger effect = higher value; factor 1 = untreated enzyme, 0 = blocked; 1.4% of 96,000 active; P11712; activation factor at 5 µM;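 active = activation factor of 2 or more for CYP2C9 at a 5 µM dose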;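 also: 0 = sulfaphenazole-blocked wells and 1 = vehicle-only wells; values of inactives mirror those of a sister screen read the other way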
# Pyk2 oligo antag = blocks oligomerization of human Pyk2 in cells | Q14289 | Q293 cells, Pyk2 FERM NanoBiT luminescence; stronger effect = lower value | z-score (the deposit names both 25 µM and 10 µM) | 0.83% of 99,000 active | AID 1347419;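 active = Z-score of -3 or lower, scaled per plate to the spread of control and sample wells; inactive = z-score above -3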;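 also: negative z-score means lost luminescence so less FERM oligomerization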
# PLAP act = human PLAP activation | AID 696 | purified PLAP enzyme, luminescent substrate read-out; stronger effect = higher value | 1.2% of 96,000 active | activation fold at 20 µM; in the data active = activation fold above about 2
# CYP2C19 inhib = blocks human cytochrome P450 2C19. CYP2C19 Supersomes, luciferin-H EGE luminescence, 30 min. P33261. AID 778. inhibition, % at 5 µM. 21% of 96,000 active;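 active = CYP2C19 inhibition above a set limit at 5 µM in the primary screen, cut at about 50% in these data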;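 also: plate controls were negative control wells for no effect and 2.5 mM tranylcypromine positive control for full effect; values of inactives mirror those of a sister screen read the other way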
# * = called active by the depositor; . = not tested or not shown.
# Screens in order – CYP2C9 activ	CYP2C19 act	Pyk2 oligo antag	Ecoli WT expand	PostGolgi yeast	CYP2C9 inh	EphB4 ephrin blk	PLAP act	CYP2C19 inhib
> CC(=O)N1c2c(cc(Br)cc2S(=O)(=O)N2CCN(C(=O)c3ccco3)CC2)CC1C (stereo not drawn)
 : .	.	-0.29	1.0	3.9	.	4.4	.	.
> O=S(=O)(NCc1ccccc1)c1cnc[nH]1
 : 0.1	0.4	0.49	7.0	7.0	94.6*	5.7	1.1	62.2*
> Cc1ccccc1N=C1Nc2ccccc2CS1
 : 1	0.7	0.99	-8.0	9.5	2.0	-5.0	0.8	27.2
> CCn1c(CSc2nc(C)cs2)nc2cc(S(=O)(=O)N(C)C)ccc21
 : 0.6	1	0.96	-1.0	5.3	43.4	-0.5	1.1	-1.7
> Cn1c(=O)n(Cc2ccccc2F)c2ccccc21
 : 0.6	0.3	1	0.0	-0.3	35.1	2.2	1.4	70.4*
> CC(C)(C)OC(=O)N1CCC(c2cc(=O)n3[nH]cc(C(=O)NC4CCCC4)c3n2)CC1
 : 0	0.6	.	5.0	22.4	95.2*	3.6	1.7	39.4
> CSCCC(C(=O)OCC(=O)c1ccc(C)c(C)c1)N1C(=O)c2cc(Cl)c(Cl)cc2C1=O (stereo not drawn)
 : 0.6	1	0.6	-7.0	-3.9	43.7	2.1	1	4.4
> Cc1noc(C)c1CSc1ccccc1C(=O)N1CCN(c2ccccc2)CC1
 : .	.	0.42	-5.0	-1.1	.	-1.3	.	.
> O=c1[nH]nc(Cc2ccccc2)c2ccccc12
 : 0.9	0.7	0.47	7.0	15.6	10.1	8.2	0.8	34.4
> CN(C)S(=O)(=O)N(CC(=O)N(Cc1ccccc1)Cc1ccccc1)c1ccccc1
 : 0.1	0.2	-0.5	-4.0	-5.8	85.1*	-3.7	1.6	81.2*
> COC(=O)C(C#N)C(=C1C(=O)CC(C)(C)CC1=O)c1ccc(O)cc1 (stereo not drawn)
 : 1	1	-0.19	-4.0	12.4	-2.0	-7.6	0.9	-1.2
> Cc1ccc(S(=O)(=O)N2CCC(C(=O)N[C@@H](C)C(=O)NCC3CCCO3)CC2)cc1 (stereo partly drawn)
 : 1.1	1.1	0.14	-4.0	5.6	-13.7	.	1.1	-11.2
> C=CCOC(=O)c1[nH]c2c(c1C)C(=O)CC(c1ccco1)C2 (stereo not drawn)
 : 0.2	0	.	1.0	1.4	79.5*	.	1.1	95.8*
> COc1cc(C(=O)OCCN2CCOCC2)ccc1O
 : 1	0.8	-0.63	3.0	-3.3	2.9	-10.4	1	15.2
> Cc1ccc2c(c1)NCCO2
 : 1.1	0.8	0.37	0.0	-9.0	-8.4	2.0	0.9	15.7
> CN(C)c1nc(NCc2ccccc2)nc(SCC(=O)Nc2ccccc2)n1
 : 0.9	0.9	-0.61	-8.0	8.1	8.5	-4.4	0.9	8.5
> Cc1cc2ccccc2nc1SCC(=O)N1c2ccccc2CC1C (stereo not drawn)
 : 0.9	0.9	-0.63	-12.0	-4.4	9.5	13.6	0.9	13.4
> CC(C)CNC(=O)C1CCN(c2ccc(S(=O)(=O)N3CCOCC3)cc2Cl)CC1
 : 0.4	0.6	1.25	1.0	-5.2	55.7*	.	1.4	39.8
> Cc1nn2c(-c3ccc(Cl)cc3)nnc2s1
 : 0.9	0.4	-0.4	.	.	6.4	.	0.9	56.2*
> COc1cc(OC)cc(C(=O)NC(C(=O)NCCN(C)C)C23CC4CC(CC(C4)C2)C3)c1 (stereo not drawn)
 : 1	0.1	-0.05	11.0	-6.2	1.7	-1.1	1.6	93.2*

# Screens in order – CYP2C9 activ	CYP2C19 act	Pyk2 oligo antag	Ecoli WT expand	PostGolgi yeast	CYP2C9 inh	EphB4 ephrin blk	PLAP act	CYP2C19 inhib
> N#Cc1cc2c(nc1SCC(=O)Nc1sc3c(c1C#N)CCC3)CCCC2
 : 0.8	1	-0.24	-8.0	8.0	18.6	1.4	1	3.3
> Cc1cccc2cc(CN(Cc3ccc(F)cc3)C(=O)N3CCOCC3)c3nnnn3c12
 : 0.7	0.9	-1.2	-3.0	-0.8	31.6	-7.5	1.1	11.8
> CCCN(CCC)CCCNS(=O)(=O)c1cc(Br)cc2c1N(C(C)=O)CC2
 : 1	1	-0.1	-4.0	-2.4	4.9	-0.1	1.4	4.5
> CCCCNC(=O)c1cccc(C(=O)NCCCC)c1
 : 0.5	0.7	0.71	13.0	-2.2	48.2	-10.5	0.9	29.3
> O=C(/C=C/Nc1ccccc1Br)c1ccccn1
 : 1	0.8	-0.29	1.0	8.9	-1.0	5.3	1.1	23.1
> C=CCOC(=O)C1=C(C)Nc2ncnn2C1c1cccs1 (stereo not drawn)
 : 0.7	0.6	-0.17	-1.0	31.0*	31.7	1.5	0.8	42.5
> CCOc1cc(OCC)cc(C(=O)O)c1
 : 1	1.1	-0.28	0.0	4.1	2.3	0.9	0.8	-8.4
> CCN(C(=O)c1cn(CC)c(=O)c2cc(OC)c(OC)cc12)c1ccccc1C
 : 0.9	0.9	-0.07	6.0	0.0	11.9	2.2	1.3	10.1
> C=C1C2(C(=O)Nc3nccs3)CCC(C2)C1(C)C (stereo not drawn)
 : 0.9	0.6	-0.19	4.0	7.0	8.8	1.7	1.1	37.3
> Cc1nn(C)c(Oc2ccccc2)c1CCNS(=O)(=O)c1ccc(Cl)cc1
 : 0.2	0	-1.36	25.0	-1.6	79.9*	7.5	1.5	96.8*
> O=C(CN1c2ccccc2Sc2ccccc21)NNC(=S)Nc1ccc(Cl)cc1Cl
 : 0.2	1	-1.66	-11.0	-3.5	80.0*	3.6	0.9	-0.8
> COc1ccc2c(Cl)c(C(N)=O)sc2c1
 : 1.2	1	0.02	-1.0	1.6	-16.7	.	0.9	1.6
> C/C(CC(=O)Nc1ccccn1)=N\NC(=O)C(=O)Nc1ccccc1C
 : 1	1.1	0.35	-3.0	-2.5	-1.3	-1.3	1.2	-11.9
> CC(C)c1cc(C(N)=O)c(NC(=O)c2cccc(COc3ccc(Br)cc3)c2)s1
 : 0.4	0.9	-0.54	-19.0	-14.8	56.1*	-2.8	0.8	5.8
> Cc1cccc(NC(=O)C2CCCN(S(=O)(=O)c3cccc4cccnc34)C2)c1 (stereo not drawn)
 : 1.1	0.2	.	-5.0	-14.9	-11.2	5.3	1.4	80.9*
> O=C(CN(c1ccc2c(c1)OCCO2)S(=O)(=O)c1ccccc1)NCc1ccco1
 : 0.4	0.3	-1.98	-8.0	8.0	61.5*	4.5	0.8	70.7*
> O=C(CSc1ncn[nH]1)NC12CC3CC(CC(C3)C1)C2
 : 1	0.5	-0.18	1.0	1.7	0.7	8.2	1.8	48.1
> CSc1ccc(-c2c(C#N)c(N)nc3c2CCCC3)cc1
 : 1.1	0.9	0.4	-9.0	15.3	-5.6	2.7	0.6	14.0
> O=C(CC1SC(=Nc2ccccc2)N(CCCCO)C1=O)NCc1ccccc1 (stereo not drawn)
 : 0.7	0.7	0.78	2.0	4.8	30.5	2.4	1.3	28.9
> CC1(C)Cc2c(sc3nc(-c4ccccc4Cl)n(N)c(=O)c23)CO1
 : 1.2	1.1	0.95	-2.0	-14.7	-15.6	5.7	1.2	-6.0

# Screens in order – CYP2C9 activ	CYP2C19 act	Pyk2 oligo antag	Ecoli WT expand	PostGolgi yeast	CYP2C9 inh	EphB4 ephrin blk	PLAP act	CYP2C19 inhib
> O=C(N/N=C/c1ccc(OCCCF)cc1)c1cc(OCC(F)(F)F)ccc1OCC(F)(F)F
 : 0.7	0.6	1.66	-6.0	0.3	31.3	2.3	1	37.3
> C=CCn1c(SCC(=O)N2CCCC2)nc2scc(-c3cccs3)c2c1=O
 : 1.1	0.9	0.03	-7.0	-1.9	-6.1	-6.3	1.2	10.3
> CC(C)(C)c1cc(C(F)(F)F)nc(SCCCNC(=O)c2ccco2)n1
 : 0.1	0.1	-0.07	7.0	-2.0	87.8*	2.8	1.5	92.1*
> c1ccc(-c2nnc(-c3ccco3)n2-c2ccccc2)cc1
 : .	.	-0.31	-1.0	6.1	.	-1.9	.	.
> CCn1cc(C(=O)NCCCN2CCC(C)CC2)c2cc(OC)c(OC)cc2c1=O
 : 1	1	.	7.0	-1.4	1.0	2.1	1.7	-2.5
> CC(C)(C)C1=Nn2c(nnc2-c2n[nH]c3c2CCC3)SC1
 : 1	1	0.47	7.0	-0.7	2.8	3.3	1.2	-3.8
> Cc1ccc(N(CC(=O)NCc2ccncc2)S(C)(=O)=O)cc1Cl
 : 0.1	0	-0.33	-2.0	2.6	88.9*	-1.6	1.1	98.7*
> COc1cc2c(cc1OC)CN(C(=O)CC1CC3CCC1C3)CC2 (stereo not drawn)
 : 0.9	0.8	1.38	7.0	-3.8	9.7	0.0	1.1	19.9
> CCCc1ncc(C(O)c2cccc(OC)c2OC)n1C (stereo not drawn)
 : 1.2	1	-0.44	3.0	-2.9	-22.7	0.7	0.8	0.3
> CCS(=O)(=O)CCSc1nc2ccccc2s1
 : 1.5	0.3	0.33	7.0	0.0	-49.4	-3.8	1	71.9*
> CCOC(=O)CCN(Cc1cccs1)S(=O)(=O)c1ccc(Cl)cc1
 : 0.6	0.3	-0.86	-8.0	-8.1	43.2	-6.6	0.8	68.2*
> CCOC(=O)CN(C(=O)CSc1nnc(CNc2ccc(C)cc2C)n1CC)c1ccccc1
 : 0.9	0.9	0.23	11.0	24.9	13.2	3.0	1.2	9.0
> COC(=O)c1ccc(CSc2nnc(SCc3ccc(C(=O)OC)o3)s2)o1
 : 0.4	0.7	1.44	-2.0	-7.1	58.7*	-6.5	0.9	34.2
> CC(C)(C)C(=O)CN1CCN(C2c3ccccc3-c3ccccc32)CC1
 : 0.9	0.6	-0.75	-3.0	-2.5	9.1	-2.3	1.5	40.2
> Cn1c2c(c(=O)n(C)c1=O)CN(CCN1CCNCC1)CN2
 : 1	1.2	1.37	1.0	4.6	-1.0	-2.9	1.2	-18.2
> Cc1c(Cl)cccc1Nc1nc(N)nc(CN2CCc3ccccc3C2)n1
 : 0.5	0.7	-0.34	4.0	-0.5	46.2	-1.9	1.4	32.9
> COc1ccc(S(=O)(=O)N2CCN(c3ccc4nnc(-c5ccc(F)cc5)n4n3)CC2)cc1
 : 0	0.1	.	1.0	-1.8	97.1*	-1.2	1.5	89.5*
> COc1cc(OC)c(C(=O)NC2CC(C)(C)NC(C)(C)C2)cc1OC
 : 1	1.1	0.56	4.0	1.4	-0.9	12.7	0.9	-7.8
> Cc1ccc2cc(CCNC(=O)c3ccco3)c(=O)[nH]c2c1C
 : 0.6	0.8	.	23.0	1.6	42.7	.	1	21.7
> COC(=O)c1ccc(NS(=O)(=O)c2ccc3c(c2)oc(=O)n3C)cc1
 : 0.1	0.1	.	7.0	-1.7	90.2*	.	1.2	89.1*
